ER stress rescue: rescue of cells from ER stress-induced death, primary screen, 384-well, CSM14.1, thapsigargin, ATP luminescence (AID 1222). cellular ATP content (survival), % at 20 µM; hits with a dose series show EC50 in µM. CSM14.1 thapsigargin-induced death rescue, ATP luminescence; higher % means a stronger effect. 190,000 tested, under 10 active;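 active means EC50 below 50 µM in the dose-response confirmation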;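 further: death triggered by thapsigargin at about 15 µM added after 2 h compound pretreatment; cell ATP read after overnight thapsigargin exposure of roughly 18 to 22 hours; normalized against plate controls of thapsigargin alone and 5% DMSO vehicle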
Dynein transport: inhibitors of GR-EGFP nuclear translocation, primary screen, dynein cargo transport inhibitor project, imaging, high-content, 3617.4 mouse cells; test concentration mostly 20 µM; stimulated with dexamethasone, 1 µM; active compounds read low; z-score, hits read low; 220,000 compounds, 0.47% hits; AID 1381, 2008;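 active means plate z-score of nuclear minus cytoplasmic receptor signal below a set negative limit, without overly bright fluorescence or cell loss, cut at about -3.5 in these data, passing the limit was not always enough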;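 further: z-score of nuclear minus cytoplasmic ring GR-EGFP intensity difference per well; some compounds called inactive have numbers as strong as hits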
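Schedule: 48 h induction, then 1 h compound, then 30 min agonist, 37 °C. Buffer or medium: tetracycline-free induction medium containing charcoal-stripped FBS. Reagent: 1.0 µM final dexamethasone stimulus. Evaluation: nuclear versus cytoplasmic GR-EGFP signal, averaged per well. Signal: high-content fluorescence imaging after fixation.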
M1AAP inhibition: P. falciparum M1AAP inhibitors, biochemical, fluorogenic H-Leu-NHMec substrate, 1536-well (AID 1445) | Aminopeptidase N (Plasmodium falciparum (isolate 3D7)) | inhibition, % at 30 µM; hits with a dose series show IC50 in µM | 220,000 compounds, 0.42% hits | recombinant M1AAP, H-Leu-NHMec fluorogenic kinetic assay; higher % means a stronger effect;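 active means primary inhibition above the hit cutoff, then over 50% inhibition at one or more dose response concentrations, cut at about 23% in these data, passing the limit was not always enough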;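 further: plate controls were DMSO full reaction for no effect and no enzyme background for full effect; strong numbers were not always called active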
Hep lipid drop: inhibitors of hepatocyte lipid droplet formation, primary screen, imaging, high-throughput imaging, BODIPY stain. AML12 mouse hepatocytes, oleate lipid droplets. 240,000 compounds, 0.4% hits. inhibition, % at 6.5 µM;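 active means lipid droplet intensity inhibited by at least 50%, with more than 500 cells counted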
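Assay system: AML12 hepatocytes (mouse); Probe or stimulus: oleic acid at 100 µM to induce lipid droplet formation; Dosing: compound at 6.5 µM only; Schedule: compound with oleate, overnight; Detection: fluorescence imaging, 20x objective, two fields per well; Measure: % inhibition of lipid droplet signal.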
MT stabilizer: microtubule stabilizers in HeLa cells, primary screen, imaging, high-content imaging. AID 2205, 2009. 200,000 compounds, 0.83% hits. HeLa tubulin immunostaining HCS, 24 h; share of cells brighter than vehicle mean+2SD. % tubulin-high responders, % at 10 µM;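 active means plate Z-score above 3 for both tubulin-high and condensed-nucleus cell shares, with cell loss under 80%, at 10 µM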;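 further: anti alpha tubulin signal scored within the nucleus-defined area of each cell; some results filed as inactive read as strong as hits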
Ins promoter up: insulin promoter activators in MIN6 cells, imaging, high-content screening, mouse beta cells | MIN6 insulin promoter-GFP reporter; active compounds read high | 190,000 compounds, 0.3% hits | z-score at 5 µM;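 active means z-score above 3 at 5 µM with at least 500 cells counted in the well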
Autophagy HCS: autophagy modulators in MEF cells, primary screen, imaging, high-content, MEF GFP-LC3; MEF GFP-LC3 puncta imaging; test concentration mostly 10 µM; calls only at 10 µM (by protocol); 190,000 compounds, 0.98% hits; AID 463193, 2010;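 active means percentage of spot-positive cells more than 3 SD above its plate mean, without a fluorescence outlier flag or 80% toxicity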;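 further: spot-positive cell cutoff set from DMSO-treated cells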
M17LAP inhibition: P. falciparum M17LAP inhibitors, primary screen, biochemical, fluorogenic H-Leu-NHMec substrate, 1536-well (AID 1619); recombinant M17LAP, H-Leu-NHMec fluorogenic kinetic assay; higher % means a stronger effect; inhibition, % at 30 µM; hits with a dose series show IC50 in µM; 220,000 compounds, 0.38% hits;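 active means compound inhibiting the enzyme by more than half at any dose during confirmatory dose-response retesting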;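 further: plate controls were full reaction with DMSO carrier for no effect and no enzyme background for full effect; strong numbers were not always called active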
Yfh1-off respiration: enhancers of respiration in Yfh1-depleted yeast, dose response, Friedreich's ataxia, plus single-dose screen (AID 1465). S. cerevisiae Yfh1-off respiration, WST-1 reduction, 72 h; higher fold induction means a stronger effect. 220,000 compounds, 0.074% hits. fold induction at 50 µM, or EC50 in µM where a hit was titrated;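 active means fold induction of absorbance versus untreated yeast above a set limit, then at least 30% activation at any dose in follow-up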;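 further: activators that raise dye reduction in frataxin-depleted yeast; strong numbers were not always called active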
Dynein transport cytoplasmic EGFP: also measured in Dynein transport; calls as there; z-score; measured here: cytoplasmic GR-EGFP intensity; active compounds read high
Dynein transport nuclear GR-EGFP: second read-out of Dynein transport, no call of its own (marks repeat the call); z-score; measured here: nuclear GR-EGFP intensity;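 lower value marks the stronger effect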
Dynein transport cell count: further read-out of Dynein transport, marked with its call; z-score; measured here: cell count per field
Ins promoter up cell count: recorded beside Ins promoter up, whose call it bears; cell count; measured here: cytotoxicity, nuclei count;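 total cells summed across four imaged fields per well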
Hep lipid drop cells 6.5 µM: also measured in Hep lipid drop; calls as there; cell count; measured here: cell count, cytotoxicity flag;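 cells counted across two imaged fields per well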
MT stabilizer Hoechst-high %: second read-out of MT stabilizer, no call of its own (marks repeat the call); % Hoechst-high responders; measured here: nuclear condensation Hoechst responders;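 share of cells brighter than vehicle mean plus two SD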
MT stabilizer cytotoxicity %: further read-out of MT stabilizer, marked with its call; toxicity, %; measured here: cytotoxicity by cell density;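 0% = mean cell density of plate MIN control wells and 100% = no cells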
Autophagy HCS cell loss 18 h: second read-out of Autophagy HCS, no call of its own (marks repeat the call); toxicity, %; measured here: cell loss, nuclei count;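 cell loss after 18 h compound exposure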
Active calls of the source: *; i = inactive; x = not tested or not shown.

Start of the data: the first 3 records, to show the layout:
SMILES	ER stress rescue	Dynein transport	Dynein transport cytoplasmic EGFP	Dynein transport nuclear GR-EGFP	Dynein transport cell count	M1AAP inhibition	Hep lipid drop	Hep lipid drop cells 6.5 µM	MT stabilizer	MT stabilizer Hoechst-high %	MT stabilizer cytotoxicity %	Ins promoter up	Ins promoter up cell count	Autophagy HCS	Autophagy HCS cell loss 18 h	M17LAP inhibition	Yfh1-off respiration
CCOC(=O)c1ccc(COC(=O)c2nonc2N)cc1	-0.8%	-0.81	-0.36	-0.082	0.68	0%	x	x	3.2	3.8	12	0.76	1461	i	6	-4%	x
COc1ccc(Nc2nc3ccccc3nc2-n2nc(C)cc2C)cc1	-0.5%	0.047	0.83	-0.087	0.034	-2%	-1	822	2.0	1.3	4.4	-0.88	961	i	2	-8%	i
CCOc1ccc(OCC)c(NC(=O)CSc2nnnn2CC)c1	-1.3%	-0.7	-0.25	-0.83	1.6	-1%	-7	724	3.1	1.7	4.4	-0.1	1072	i	-11	3%	i

The whole of this part (from the top)
SMILES	ER stress rescue	Dynein transport	Dynein transport cytoplasmic EGFP	Dynein transport nuclear GR-EGFP	Dynein transport cell count	M1AAP inhibition	Hep lipid drop	Hep lipid drop cells 6.5 µM	MT stabilizer	MT stabilizer Hoechst-high %	MT stabilizer cytotoxicity %	Ins promoter up	Ins promoter up cell count	Autophagy HCS	Autophagy HCS cell loss 18 h	M17LAP inhibition	Yfh1-off respiration
CCOC(=O)c1ccc(COC(=O)c2nonc2N)cc1	-0.8%	-0.81	-0.36	-0.082	0.68	0%	x	x	3.2	3.8	12	0.76	1461	i	6	-4%	x
COc1ccc(Nc2nc3ccccc3nc2-n2nc(C)cc2C)cc1	-0.5%	0.047	0.83	-0.087	0.034	-2%	-1	822	2.0	1.3	4.4	-0.88	961	i	2	-8%	i
CCOc1ccc(OCC)c(NC(=O)CSc2nnnn2CC)c1	-1.3%	-0.7	-0.25	-0.83	1.6	-1%	-7	724	3.1	1.7	4.4	-0.1	1072	i	-11	3%	i
Cc1ccc(CN2C(=O)CCC2C(=O)NCc2ccc3c(c2)OCO3)cc1 (centres undefined)	0.8%	-0.23	0.36	-0.42	0.12	1%	x	x	2.3	2.6	17	0.1	1512	i	14	0%	i
Cc1ccc(C2(CCNCc3ccc(N(C)C)cc3)CCOC(C(C)C)C2)cc1 (centres undefined)	-2.1%	-0.66	-0.02	0.23	-1.3	0%	x	x	3.5	2.8	1.9	-2.5	966	i	-1	1%	i
Cc1cc(C)n(-c2ccccc2C#N)n1	x	0.57	-0.22	0.063	0.057	-4%	12	731	x	x	x	-0.06	1017	x	x	3%	i
COC(=O)c1ccc2c(=O)n(-c3ccccc3F)c(=S)[nH]c2c1	1.5%	-0.71	-0.22	-0.67	1.6	10%	10	713	4.0	2.0	7.0	0.81	1312	i	-9	-7%	i
Cc1ccc(S(=O)(=O)Nc2cccc3ncccc23)cc1	x	-0.0079	-0.27	0.49	0.066	-1%	-12	682	x	x	x	0.38	1045	x	x	2%	i
COc1ccccc1/C=C/C=N/n1c(-c2ccc(Cl)cc2Cl)n[nH]c1=S	x	0.087	-0.23	-0.15	0.51	10%	8	678	x	x	x	0.54	1403	x	x	-3%	i
c1ccc(CNC2=NCCCCC2)cc1	1.6%	-0.6	-0.21	0.017	0.75	7%	x	x	1.6	2.5	11	-0.2	1279	i	2	11%	i
CC(C)C(=O)NC(NC(=S)Nc1ccc(S(N)(=O)=O)cc1)C(Cl)(Cl)Cl (centres undefined)	-1.6%	-0.09	-0.32	0.073	0.46	3%	-5	631	1.9	3.3	7.5	-0.13	1188	i	-2	5%	i
CCn1cc(C(=O)NCc2ccco2)c(=O)c2cc(S(=O)(=O)N3CCC(C)CC3)ccc21	-0.5%	-0.7	-0.18	-0.29	0.34	6%	x	x	1.9	2.1	8.7	-0.89	920	i	5	1%	i
Cc1ccc(S(=O)(=O)/N=C(/c2ccccc2)N(C)c2ccc(O)cc2)cc1	1.7%	-1.2	-0.33	-0.74	0.96	13%	3	731	2.7	2.1	8.9	-0.01	1219	i	-3	13%	i
Cc1nc2cc(Cl)c(Cl)cc2nc1C	-3.5%	-0.79	-0.14	0.046	0.34	0%	-15	728	4.1	2.5	12	-0.24	1262	i	24	3%	i
Cc1cccc(C2c3[nH]c4ccccc4c3CCN2C(=O)Cc2n[nH]c(C)n2)n1 (centres undefined)	-0.1%	0.63	-0.25	0.5	-0.88	3%	1	727	1.5	1.5	1.6	-1.2	1438	i	15	4%	i
COc1ccc(/C=C/C(=O)Nc2ccc(C)cc2)cc1S(=O)(=O)N1CCOCC1	x	0.38	-0.78	0.41	-0.22	5%	1	674	x	x	x	-0.36	1121	x	x	38%	i
Cc1c(Br)cc(C(=O)NCCCN2CCOCC2)c(C)c1C	-1.6%	-1.2	-0.099	-0.31	0.42	5%	3	832	2.6	1.7	6.6	0.17	1050	i	4	8%	i
CS(=O)(=O)Nc1ccc(C(=O)NC2CCCC2)cc1	-2.1%	1.4	-0.13	1	-0.46	2%	-1	723	3.0	0.5	19	1.4	1437	i	-8	6%	i
Cc1ccc(Nc2nc(NCCCN3CCOCC3)nc(N)c2[N+](=O)[O-])cc1C	-1.7%	-1.1	-0.27	-0.81	0.63	22%	-9	619	3.8	3.1	3.6	-0.82	1307	i	-9	10%	i
COC(=O)CC(N)c1ccc(OC)c2ccccc12 (centres undefined)	4.5%	-0.53	-0.24	-0.49	1.7	4%	-2	800	3.8	2.5	4.9	0.45	795	i	-41	6%	i
CCCN1CNC(=S)N(c2ccc(C)cc2C)C1	x	-1.6	-0.14	-0.88	1.5	-1%	18	680	x	x	x	x	x	x	x	-3%	i
CCOC(=O)N1CCN(S(=O)(=O)c2cccs2)CC1	-0.4%	-0.071	-0.2	-0.12	1	-1%	-2	774	3.5	2.4	4.2	-0.24	1281	i	26	-4%	i
CCOC(=O)CN(C(=O)c1ccccc1)c1ccccc1C	-0.5%	0.36	-0.26	0.89	-0.69	-2%	-10	681	4.4	3.2	13	-0.76	1214	i	0	-13%	i
Cc1ccc(C(CCN)c2ccco2)cc1 (centres undefined)	2.1%	-0.74	-0.17	-0.72	1.5	8%	8	761	3.5	2.1	6.2	-0.69	1212	i	-9	7%	x
CCCOc1cccc(C2/C(=C(/O)c3ccccc3)C(=O)C(=O)N2CCN(C)C)c1 (centres undefined)	-0.9%	-1.1	-0.1	-0.35	0.42	3%	2	734	1.9	1.3	8.5	-0.58	875	i	-3	4%	x
O=C(NC(CSSCC(NC(=O)c1ccccc1)C(=O)O)C(=O)O)c1ccccc1 (centres undefined)	-1.9%	0.12	-0.28	0.22	0.6	-4%	-6	690	2.6	1.9	7.3	0.28	1365	i	-2	5%	i
COc1ccc(CNC(=O)C(=O)NC2CCC(C)CC2)cc1 (centres undefined)	0.1%	1.2	-0.092	1.1	-1.4	8%	-10	723	4.6	1.2	6.1	-1.4	1180	i	6	8%	i
COc1ccc(NS(=O)(=O)c2cccc(C(=O)N/N=C/c3ccccn3)c2)cc1	0.8%	0.58	-0.37	-0.26	0.01	-6%	-2	668	5.6	3.3	8.5	0.38	1230	i	1	7%	i
O=C(NCc1ccco1)c1ccc(COCC(F)(F)F)cc1	-1.9%	-0.44	-0.25	-0.28	1.3	3%	0	771	2.7	2.5	7.2	-0.79	1316	i	-7	-5%	i
N/C(=N\OC(=O)c1cccnc1)c1ccc(Cl)cc1Cl	-2.3%	-0.71	-0.29	0.17	0.37	1%	-10	685	1.8	2.5	6.7	0.26	1588	i	3	-4%	i
CCOc1cc(C(=O)OCC(=O)Nc2ccc(SC(F)F)cc2)cc(OCC)c1OCC	-3.5%	3.2	-0.12	1.4	-2.1	-1%	33	642	4.4	2.8	16	0.67	1107	i	6	-7%	i
O=C(Cn1cc([N+](=O)[O-])cn1)N1N=C(C(F)F)CC1(O)C(F)F (centres undefined)	7.1%	0.017	-0.28	-0.36	-0.12	1%	7	744	2.7	1.4	6.0	0.69	1053	i	2	-1%	i

3 of the entries above in order of their number in M17LAP inhibition, ascending:
SMILES	Dynein transport	Dynein transport cytoplasmic EGFP	Dynein transport nuclear GR-EGFP	Dynein transport cell count	M1AAP inhibition	MT stabilizer Hoechst-high %	M17LAP inhibition
CCCN1CNC(=S)N(c2ccc(C)cc2C)C1	-1.6	-0.14	-0.88	1.5	-1%	x	-3%
CCCOc1cccc(C2/C(=C(/O)c3ccccc3)C(=O)C(=O)N2CCN(C)C)c1 (centres undefined)	-1.1	-0.1	-0.35	0.42	3%	1.3	4%
COc1ccc(NS(=O)(=O)c2cccc(C(=O)N/N=C/c3ccccn3)c2)cc1	0.58	-0.37	-0.26	0.01	-6%	3.3	7%

Assay outcomes (PubChem)
